Screening data from PubChem.
PMI act satM6P: activators of human phosphomannose isomerase at near-saturating mannose 6-phosphate | coupled PMI enzyme assay, resazurin fluorescence, 20 min; active compounds read high; 1 = untreated enzyme, 0 = substrate-free blank | AID 1216 | hit rate 0.34% among 190,000 | activation factor at 20 µM;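 active = activation factor of 2 or more at 20 µM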
Target sequence (P34949 whole entry, looked up): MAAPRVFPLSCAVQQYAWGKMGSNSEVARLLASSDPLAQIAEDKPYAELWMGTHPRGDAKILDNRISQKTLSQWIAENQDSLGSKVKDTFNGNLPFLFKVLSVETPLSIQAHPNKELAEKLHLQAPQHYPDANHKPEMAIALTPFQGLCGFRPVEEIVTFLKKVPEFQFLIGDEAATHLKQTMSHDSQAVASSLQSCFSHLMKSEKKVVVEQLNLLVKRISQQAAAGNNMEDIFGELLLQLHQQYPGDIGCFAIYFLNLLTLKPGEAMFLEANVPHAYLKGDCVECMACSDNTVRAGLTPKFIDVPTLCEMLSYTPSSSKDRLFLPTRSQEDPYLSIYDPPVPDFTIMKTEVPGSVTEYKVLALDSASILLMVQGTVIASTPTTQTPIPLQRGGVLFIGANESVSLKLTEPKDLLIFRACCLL
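Test system: human phosphomannose isomerase with PGI, G6PDH, diaphorase coupling enzymes / Doses: 20 µM compound, 1% DMSO / Times: enzyme reaction with compound 20 min at room temperature / Measured by: Diaphorase-driven resazurin-to-resorufin fluorescence, excitation 544, emission 590 nm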
PMI act: activators of human phosphomannose isomerase. AID 1214. activation factor at 20 µM. P34949. purified human PMI, coupled resazurin fluorescence, 20 min; active compounds read high; 1 = vehicle control, 0 substrate-free wells. hit rate 0.005% among 190,000;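 active = activation factor of 2 or more at 20 µM, relative to plate controls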
Diaph inh CS: inhibits diaphorase or chemically oxidizes, flagging diaphorase assay artifacts; inhibition, % at 20 µM; hit rate 0.69% among 190,000; AID 1217; diaphorase resazurin-to-resorufin fluorescence, NADH, 16 min; bacterial (C. kluyveri) enzyme, not human;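 active = primary screen inhibition at 20 µM above a set limit, cut at about 50% in these data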;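 note: plate controls were DMSO with full reaction for no effect and wells lacking NADH for full effect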
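Test system: bacterial diaphorase enzyme (C. kluyveri); Quantity: 0.14 U/mL diaphorase, enzyme working solution; Times: reaction incubation of 16 min at room temperature; Measured by: fluorescence of resorufin formed from resazurin, Ex 544/Em 590 nm; Benchmarks: positive control minus NADH, DMSO neutral control.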
FLuc stim CS: affects firefly luciferase, flagging false hits in luciferase stimulation screens; ATPlite luciferase biochemical, luminescence, 10 min; 0 = ATP-free wells, 1 = DMSO control; 200,000 tested, under 10 active; AID 1027; activation factor at 10 µM; P08659;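 active = luciferase activation factor, scaled between plate controls, of at least 2 with compound at 10 µM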
Target sequence (P08659 whole entry, looked up): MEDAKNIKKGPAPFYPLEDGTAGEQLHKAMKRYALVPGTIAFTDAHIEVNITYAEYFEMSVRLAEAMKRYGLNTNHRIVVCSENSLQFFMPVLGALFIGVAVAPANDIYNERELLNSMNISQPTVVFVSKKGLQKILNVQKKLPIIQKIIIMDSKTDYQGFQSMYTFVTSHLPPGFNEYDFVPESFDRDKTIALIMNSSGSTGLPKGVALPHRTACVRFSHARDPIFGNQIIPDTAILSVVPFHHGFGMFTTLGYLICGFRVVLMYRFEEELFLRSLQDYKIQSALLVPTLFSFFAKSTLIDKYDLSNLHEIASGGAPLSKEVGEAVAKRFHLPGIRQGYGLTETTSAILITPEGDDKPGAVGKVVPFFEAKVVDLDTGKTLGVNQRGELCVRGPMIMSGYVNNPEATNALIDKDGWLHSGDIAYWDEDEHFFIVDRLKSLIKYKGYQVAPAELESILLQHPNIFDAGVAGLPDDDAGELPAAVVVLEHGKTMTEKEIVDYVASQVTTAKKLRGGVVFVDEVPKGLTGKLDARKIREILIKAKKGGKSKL
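Material: luciferase plus luciferin reagent, cell-free. Medium: PBS buffer for ATP. Also added: ATP substrate, dispensed from a 10.24 µM working solution in PBS. Doses: test compounds dosed from 2 mM stocks in 100% DMSO. Incubation: 10 min post-reagent at room temperature. Technique: light output (luminescence). Read-out basis: luminescence gain marking luciferase activators.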
Diaph act CS: diaphorase activation or chemical reduction counter-screen. Diaphorase/resazurin coupled assay, resorufin fluorescence, 16 min; active compounds read high; 1 = vehicle wells, 0 = NADH-free wells. hit rate 0.005% among 190,000. AID 1229. activation factor at 20 µM;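 active = diaphorase activity raised at least twofold by the compound at 20 µM; inactive = activation factor below 2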
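Assay system: Purified diaphorase enzyme from Clostridium kluyveri | Amount: Enzyme 0.07 U/mL final | Dosing: Compound 20 µM once, DMSO 1% | Timing: 16 min reaction at room temperature | Detection: Fluorescence, excitation 544 nm and emission 590 nm | Evaluation: Higher resorufin formation from activation or reduction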
Efa HMGR inh: inhibitors of class II HMG-CoA reductase from Enterococcus faecalis; purified E. faecalis HMGR, NADPH absorbance 340 nm kinetic; inhibition, % at 10 µM; hit rate 0.41% among 190,000; AID 1066;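 active = inhibition above a set limit, the median over all tested compounds plus 3 SD, cut at about 9.5% in these data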;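 note: enzyme runs in reverse so mevalonate oxidation gives rising NADPH absorbance; 0% = complete reaction with DMSO and 100% = background rate lacking mevalonate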
TNAP inh hi DEA: inhibitors of human TNAP at high phosphate acceptor concentration | purified TNAP, CDP-star luminescence, 1 M DEA | hit rate 0.03% among 200,000 | inhibition, % at 20 µM;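 active = over 50% inhibition of tissue-nonspecific alkaline phosphatase at 20 µM in the single-dose screen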;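 note: plate controls were DMSO wells for no effect and EDTA-quenched wells as full inhibition for full effect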
TNAP inh noacc: blocks human TNAP activity with no phosphate acceptor present; hit rate 0.26% among 200,000; inhibition, % at 20 µM; AID 1012; purified TNAP, CDP-star luminescence, 30 min;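 active = tissue-nonspecific alkaline phosphatase inhibition above about 50% at 20 µM in the single-dose screen, limit read from the data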;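 note: 0% = DMSO negative control and 100% = EDTA positive control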
G6PDH CS: counter-screen for G6PDH assay hits: L. mesenteroides G6PDH inhibition. inhibition, % at 5 µM. hit rate 0.12% among 200,000. AID 1020. Purified L. mesenteroides G6PDH, diaphorase/resazurin coupled fluorescence, 45 min; in the data active = inhibition above about 50%
TNAP act hiacc: activators of human TNAP at high phosphate acceptor concentration; P05186; purified TNAP, CDP-star luminescence, 1 M DEA, 30 min; active compounds read high; 0 = EDTA background, 1 = DMSO-only activity; activation factor at 20 µM; 200,000 tested, under 10 active;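 active = activation factor at least 2 at 20 µM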
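Assay system: human TNAP; Input: enzyme diluted 1/800 final; Reagent: CDP-star luminogenic substrate at 100 µM final; Timing: 30 min, room temperature; Signal: luminescence; Evaluation: TNAP activation factor scaled between EDTA and DMSO control wells.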
Starred values were filed as active, the others as inactive; nt = not tested or not shown.

1: CC12C(=O)N(Cc3ccco3)C(=O)C1C1c3ccccc3C2c2ccccc21 (stereo not drawn)
2: Cc1ccc2ccc(C)[n+](CCCS(=O)(=O)[O-])c2c1
3: O=C(NCCCCCNC(=O)c1ccco1)c1ccco1
4: Cn1cc(C(=O)N2CCN(C(=O)c3ccco3)CC2)c2c3ccccc3n(C)c2c1=O
5: CCCCNC(=O)CNC(=S)N(Cc1ccc(C)cc1)Cc1ccco1
6: Cc1ccc(C)c(NC(=S)N(CCN(C)C)C(C)c2ccccn2)c1 (stereo not drawn)
7: CCc1nnc(NC(=O)CSc2nc3c(c(=O)n2-c2ccccc2OC)SCC3)s1
8: CCOC(=O)C[n+]1c(C)csc1C
screen / no.	1	2	3	4	5	6	7	8
PMI act satM6P	0.9	0.8	1	1	0.8	1	1	0.9
PMI act	0.8	0.6	0.9	1.1	0.6	1.1	0.9	0.9
Diaph inh CS	28	24	2	23	9	0	16	11
FLuc stim CS	1	1.1	1	1	1	1.1	1	1
Diaph act CS	0.7	0.8	1	0.8	0.9	1	0.8	0.9
Efa HMGR inh	-1	1	-1	-1	-2	-6	8	0
TNAP inh hi DEA	-6	-1	-3	-7	2	-6	-2	2
TNAP inh noacc	-5	-9	-10	-20	-17	4	-11	-4
G6PDH CS	22	7	4	-6	6	5	-21	0
TNAP act hiacc	1.1	1	1	1.1	1	1.1	1	1

Among those listed so far, these have four or more nitrogen atoms:
4: Cn1cc(C(=O)N2CCN(C(=O)c3ccco3)CC2)c2c3ccccc3n(C)c2c1=O
6: Cc1ccc(C)c(NC(=S)N(CCN(C)C)C(C)c2ccccn2)c1 (stereo not drawn)
7: CCc1nnc(NC(=O)CSc2nc3c(c(=O)n2-c2ccccc2OC)SCC3)s1
screen / no.	4	6	7
PMI act satM6P	1	1	1
PMI act	1.1	1.1	0.9
Diaph inh CS	23	0	16
FLuc stim CS	1	1.1	1
Diaph act CS	0.8	1	0.8
Efa HMGR inh	-1	-6	8
TNAP inh hi DEA	-7	-6	-2
TNAP inh noacc	-20	4	-11
G6PDH CS	-6	5	-21
TNAP act hiacc	1.1	1.1	1

Further results.
9: O=C(CCNC(=O)Cn1ccc2ccccc2c1=O)NCCCN1CCN(c2ccc(F)cc2)CC1
10: Cc1ccccc1Cn1c([N+](=O)[O-])cnc1C
11: CN(C)CCCN1C(=O)C(=O)/C(=C(/O)c2ccncc2)C1c1ccccc1 (stereo not drawn)
12: COc1cc(/C=C2\SC(=O)N(CCN)C2=O)ccc1OS(=O)(=O)c1cc(C)ccc1C
13: Cc1ccc(-c2nn(-c3ccccc3)cc2CO)o1
14: Cc1cccc(NC(=O)c2ccccc2OCC(=O)N2CCOCC2)c1C
15: CCn1c(SCc2nc(-c3ccc(OC)c(OC)c3)no2)nnc1-c1cccs1
16: COc1ccc2c(c1)CCc1c(C(=O)Nc3ccc(OC)c(OC)c3)noc1-2
screen / no.	9	10	11	12	13	14	15	16
PMI act satM6P	1.1	0.9	1.1	1.1	0.9	1	1	0.8
PMI act	1	0.9	1.1	1.1	0.9	0.9	1	0.9
Diaph inh CS	-10	5	-2	-76	10	-2	-4	17
FLuc stim CS	1	1	1	1	0.7	1	1	1
Diaph act CS	1.1	0.9	1	1.8	0.9	1	1	0.8
Efa HMGR inh	2	3	nt	-3	-5	0	-2	-3
TNAP inh hi DEA	-4	2	-5	4	5	-5	-4	-4
TNAP inh noacc	-7	-10	-8	2	-4	-7	-12	-11
G6PDH CS	11	-17	5	1	7	9	-22	7
TNAP act hiacc	1	1	1	1	1	1.1	1	1

Rewritten with tabs: 3 of the compounds above.
no.	compound	PMI act satM6P	PMI act	Diaph inh CS	FLuc stim CS	Diaph act CS	Efa HMGR inh	TNAP inh hi DEA	TNAP inh noacc	G6PDH CS	TNAP act hiacc
15	CCn1c(SCc2nc(-c3ccc(OC)c(OC)c3)no2)nnc1-c1cccs1	1	1	-4	1	1	-2	-4	-12	-22	1
13	Cc1ccc(-c2nn(-c3ccccc3)cc2CO)o1	0.9	0.9	10	0.7	0.9	-5	5	-4	7	1
16	COc1ccc2c(c1)CCc1c(C(=O)Nc3ccc(OC)c(OC)c3)noc1-2	0.8	0.9	17	1	0.8	-3	-4	-11	7	1

Later entries.
17: COC(=O)C1C(c2ccc(Cl)cc2)NC(c2ccc(Cl)cc2)C(C(=O)OC)S1(=O)=O (stereo not drawn)
18: CCOCCCN1C(=O)CN(C2CCCCC2)C(=O)C1c1ccc(OC)c(OC)c1 (stereo not drawn)
19: COc1ccc(C2Nc3ccccc3C(=O)N2NC(=O)c2ccccc2)cc1OC (stereo not drawn)
20: O=C(O)C1=NOC(CNc2ncc(C(F)(F)F)cc2Cl)C1 (stereo not drawn)
21: OCC(CO)(CO)N=Cc1cc(Br)ccc1O
22: CN1/C(=C\C(=O)COc2ccc3c(c2)OCO3)C(C)(C)c2ccccc21
23: Cc1cc2nc(SCC(=O)Nc3ccccc3C(=O)O)[nH]c2cc1C
24: Cc1cccc(C)c1NC(=O)CCCSc1nnc(N)s1
screen / no.	17	18	19	20	21	22	23	24
PMI act satM6P	1	1	1.1	1	0.7	0.9	0.9	1.2
PMI act	0.9	1	1.1	1	0.9	0.9	1	1.3
Diaph inh CS	14	7	-8	12	20	12	16	6
FLuc stim CS	1	1.1	1	1	1.1	1	0.9	1.1
Diaph act CS	0.9	0.9	1.1	0.9	0.8	0.9	0.8	0.9
Efa HMGR inh	-6	-5	-1	4	2	1	-5	-10
TNAP inh hi DEA	-2	-3	-3	-4	-3	-2	-3	-3
TNAP inh noacc	-21	-8	-13	-6	-10	-13	-10	-5
G6PDH CS	-5	2	0	7	2	1	6	-6
TNAP act hiacc	1	1	1	1	1	1	1	1

25: COc1ccc(Cc2nc(-c3ccc(NC(=O)c4cccnc4)cc3)no2)cc1
26: Cc1cc2nc(-c3ccc(SCC(=O)Nc4ccc(S(=O)(=O)N5CCCC5)cc4)nc3)[nH]c2cc1C
27: COc1cc(C(=O)Nc2sc3c(c2C(=O)NCc2ccco2)CCCC3)cc(OC)c1OC
28: COc1cccc(OCCc2c(C)n[nH]c2C)c1
29: CCn1cnc2cc(NCc3nc4ccccc4n3C)ccc21
30: CCCn1c(=O)c2c(C(F)(F)F)cc(-c3ccco3)nc2n(CCC)c1=O
31: CCCCOc1ccccc1C1C(C(=O)OC)=CN(CC)C=C1C(=O)OC
32: Cc1ccc(NC(=O)CSc2nc3ccccc3c(=O)n2Cc2cccs2)cc1
screen / no.	25	26	27	28	29	30	31	32
PMI act satM6P	0.9	1.1	1	1.1	0.9	1	1	0.9
PMI act	0.8	1	0.9	1.1	0.8	1	1.2	0.9
Diaph inh CS	13	-10	6	3	8	8	19	0
FLuc stim CS	1	0.3	1	1	0.5	1.1	1.1	1
Diaph act CS	0.9	1.1	0.9	1	0.9	0.9	0.8	1
Efa HMGR inh	-1	-2	-2	2	-2	-1	5	-1
TNAP inh hi DEA	0	-4	-8	3	0	-2	-10	0
TNAP inh noacc	-8	4	-11	2	5	-8	-31	-18
G6PDH CS	-59	-20	13	0	14	-6	10	-12
TNAP act hiacc	1	1	1.1	1	1	1	1.1	1

33: Cc1onc(-c2ccccc2Cl)c1C(=O)OCc1cnc(Cl)s1
34: Cc1ccc(NC(=O)COC(=O)CCc2c[nH]c3ccccc23)cc1[N+](=O)[O-]
35: Cc1ccc(NC(=O)CCn2ccc([N+](=O)[O-])n2)nc1
36: Cc1nn(CC(=O)N(C)C)c(=O)c2ccccc12
37: O=C(Nc1ccc2c(c1)CCC2)c1cc(S(=O)(=O)N2CCN(c3ccccc3)CC2)ccc1Cl
38: COc1ccccc1CNc1ncnc2c1nnn2Cc1ccccc1
39: COc1cc(NC(=O)CS(=O)(=O)c2ccc(C)cc2)cc(OC)c1OC
40: COCc1cc(C)nc(Oc2ccccc2)c1C#N
screen / no.	33	34	35	36	37	38	39	40
PMI act satM6P	0.9	1	1	1	0.9	0.9	0.9	0.9
PMI act	1	1	1	0.9	0.9	1	0.8	0.9
Diaph inh CS	16	17	12	13	8	22	12	20
FLuc stim CS	1.1	1	1	1.1	1	1.1	1.1	1
Diaph act CS	0.8	0.8	0.9	0.9	0.9	0.8	0.9	0.8
Efa HMGR inh	0	-14	0	-6	-5	1	-3	1
TNAP inh hi DEA	-4	-1	-4	-9	3	-7	-4	-5
TNAP inh noacc	-12	-4	-8	-14	-26	-12	-11	-11
G6PDH CS	2	-46	-8	2	6	1	-1	14
TNAP act hiacc	1	1	1	1.1	1	1.1	1	1.1

41: CC(C)(C)NS(=O)(=O)c1ccc(CCC(=O)Nc2ccc3c(c2)OCCO3)cc1
42: Cc1cccc(NC(=O)CSc2nc3ccccc3c3nc(CCc4c(C)n[nH]c4C)nn23)c1
43: CN(CCc1cnn(C)c1)C(=O)CCc1nnc(CCCc2ccccc2)o1
44: CN1C(=O)N(C)C2C1NC(=O)N2C (stereo not drawn)
45: CC1(C)CC(=O)CC(C2(O)C(=O)N(Cc3ccccc3)c3ccccc32)O1 (stereo not drawn)
46: CCS(=O)(=O)c1ccc2oc(SCC(=O)NCCC3=CCCCC3)nc2c1
47: O=c1c2cnn(-c3ccccc3)c2ncn1Cc1cccnc1
48: CCOC(=O)N1CCN(S(=O)(=O)c2cc(OCC)ccc2OCC)CC1
screen / no.	41	42	43	44	45	46	47	48
PMI act satM6P	1	0.9	1.1	1	1	1	1	1
PMI act	1.1	0.9	1	1	1	1	1	1
Diaph inh CS	7	28	7	18	-8	3	6	6
FLuc stim CS	1.1	1.1	1	1.1	1	1.1	1	1
Diaph act CS	0.9	0.7	0.9	0.8	1.1	1	0.9	0.9
Efa HMGR inh	-7	-6	2	-1	-1	-8	-9	1
TNAP inh hi DEA	-3	-4	-2	-10	-1	0	-3	3
TNAP inh noacc	-11	-14	-7	-12	-8	-7	-11	11
G6PDH CS	-13	-6	7	0	2	2	4	5
TNAP act hiacc	1	1	1	1.1	1	1	1	1

Compounds as they come. About 1.7% of those tested had a hit in this group.
